# Screening data from PubChem.
# EPAC2 ag = qHTS for Agonist of cAMP-regulated guanine nucleotide exchange factor 4 (EPAC2): primary screen | EPAC2 activation, biochemical qHTS; response scale: 100% = 6.5 mM cAMP response | Potency, µM (highest dose often 154 µM), for the others: top-dose activation, usual class: activators | 360,000 tested, 0.079% active | AID 720711, 2013; note: potency is the fitted concentration of half-maximal effect; nearly all actives have a fitted effect of over 50% in size
# Target sequence (Q8WZA2 whole entry, looked up): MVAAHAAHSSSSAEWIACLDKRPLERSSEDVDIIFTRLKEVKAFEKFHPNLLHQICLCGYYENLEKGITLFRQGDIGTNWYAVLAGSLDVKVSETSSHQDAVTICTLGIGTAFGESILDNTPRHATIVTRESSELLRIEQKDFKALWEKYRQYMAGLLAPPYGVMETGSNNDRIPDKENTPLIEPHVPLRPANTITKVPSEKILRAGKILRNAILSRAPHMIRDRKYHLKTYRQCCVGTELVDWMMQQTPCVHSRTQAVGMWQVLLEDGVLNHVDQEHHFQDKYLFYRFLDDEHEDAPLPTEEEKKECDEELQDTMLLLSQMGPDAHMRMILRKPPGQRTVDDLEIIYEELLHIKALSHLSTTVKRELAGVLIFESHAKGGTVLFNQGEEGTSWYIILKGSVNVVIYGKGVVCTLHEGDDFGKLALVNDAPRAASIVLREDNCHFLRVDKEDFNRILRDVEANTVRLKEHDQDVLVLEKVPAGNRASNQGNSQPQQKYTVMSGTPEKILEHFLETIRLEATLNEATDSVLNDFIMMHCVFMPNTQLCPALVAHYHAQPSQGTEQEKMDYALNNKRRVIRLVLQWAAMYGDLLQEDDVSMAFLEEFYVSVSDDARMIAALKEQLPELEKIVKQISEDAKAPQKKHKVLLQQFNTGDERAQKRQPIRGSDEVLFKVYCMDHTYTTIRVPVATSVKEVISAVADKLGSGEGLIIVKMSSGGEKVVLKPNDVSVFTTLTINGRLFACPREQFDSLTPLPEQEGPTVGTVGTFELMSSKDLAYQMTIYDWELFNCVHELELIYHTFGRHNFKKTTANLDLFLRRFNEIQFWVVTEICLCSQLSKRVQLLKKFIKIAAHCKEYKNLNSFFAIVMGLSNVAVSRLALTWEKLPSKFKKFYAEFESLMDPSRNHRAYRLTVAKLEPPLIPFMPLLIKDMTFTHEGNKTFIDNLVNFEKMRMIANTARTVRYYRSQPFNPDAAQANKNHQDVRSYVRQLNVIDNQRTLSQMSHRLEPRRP
#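 In this primary screen, activation is scored as increased exchange of BODIPY-GDP from Rap1B by 100 nM EPAC2, with 50 uM GDP as competitor. Signal is normalized to the 6.5 mM cAMP agonist control.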
# PTHR1 agonist = qHTS for PTHR1 Agonists: Primary Screen. HEK293 GP2 PTHR1 cells, GloSensor cAMP luminescence, 1 h. Potency, µM (highest dose often 115 µM), without a hit: top-dose activation, most hits filed as activators. 410,000 tested, 0.075% active. AID 743266, 2014; note: potency is the fitted concentration of half-maximal effect; nearly all actives have a fitted effect of over 55% in size; some results filed as inactive show a strong effect at the top dose; inactives centre near -15; many of its hits are not listed in these tables
#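 HEK-293-derived GP2 cells expressing PTHR1 and a GloSensor cAMP reporter, 3,000/well, plated overnight, given luciferin plus IBMX (each 0.5 mM as added) for 1 h at 37 °C, then compound for 1 h at 37 °C. Luminescence was read after 15 min at room temperature.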
# CCT modulator = High-Throughput Screening for Modulators of Cytosolic Chaperonin Activity; purified chaperonin ATPase assay, HTRF ADP detection, 30 min; activity change, % (test concentration not listed), hits read low; 360,000 tested, 0.3% active; in the data active = activity change below about -30%; note: % is set by controls: 0 for no effect and ±100 for the full control effect
#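 ATPase activity: ADP formed was measured by HTRF Transcreener (665/615 nm ratio) after 30 min at 37 deg C with 10 uM ATP. Compounds screened at one 76 uM concentration against 40 or 20 nM TRiC in Tris pH 7.4/KCl/MgCl2/DTT buffer.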
# pAkt inh = HTS Assay for Inhibitors of Akt Phophorylation: Primary Screen; activity change, % for hits at 50 µM; AID 651550, 2012; Neuro2A IGF-stimulated pAkt S473 HTRF, 20 min; hits give low values; 360,000 tested, 0.32% active; in the data active = activity change below about -80%; inconclusive = mostly about -51% to -80%; note: % is set by controls: 0 for no effect and ±100 for the full control effect
#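 Single-point screen (50 µM final compound) in Neuro2A cells stimulated 20 min with 6 nM IGF at 37 deg C. After lysis, Ser473-phosphorylated Akt read by HTRF (ex 330 nm, em 615/665 nm) as the 665/615 ratio.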
# D3 antag = qHTS of D3 Dopamine Receptor Antagonist: qHTS; D(3) dopamine receptor (Homo sapiens), P35462; D3R cells, DiscoveRx beta-arrestin luminescence, antagonist mode; hits give low values; max response, negative = inhibition, %; 360,000 tested, 2.5% active; AID 652054, 2013; in the data active = max response below about -50%; inconclusive = no clear call, values can overlap the other calls; note: % is set by controls: 0 for no effect and ±100 for the full control effect; mostly tested at two doses, the higher about 12 µM
#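 Cells expressing the human receptor were seeded at 1500 cells/well, incubated overnight at 37 degrees C in 5% CO2, then exposed to library compounds with dopamine controls for 90 minutes at 37 degrees C before luminescent detection.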
# EPAC2 antag = qHTS for Antagonist of cAMP-regulated guanine nucleotide exchange factor 2 (EPAC2): primary screen; AID 720708, 2013; EPAC2 GEF exchange of Rap1B-BODIPY-GDP, fluorescence; Potency, µM (top dose mostly 114 µM), for inactives: at the top dose activity, negative = inhibition, usual class: inhibitors; Rap guanine nucleotide exchange factor 4 (Homo sapiens), Q8WZA2; 360,000 tested, 0.18% active; note: potency is the fitted concentration of half-maximal effect; % is set by controls: 0 for no effect and ±100 for the full control effect; nearly all actives have a fitted effect of over 45% in size; many of its hits are not listed in these tables
# D3 ag = qHTS of D3 Dopamine Receptor Agonist: qHTS; D(3) dopamine receptor (Homo sapiens), P35462; D3R DiscoveRx beta-arrestin cells, luminescence, 90 min; max activation, %; 410,000 tested, 0.58% active; AID 652048, 2013; in the data active = max activation above about 30%; note: 0% is about no effect; mostly tested at two doses, the higher about 12 µM
#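 Cells at 1500/well, incubated overnight, then treated with pinned compounds (dopamine as control) for 90 min at 37 degrees C. DiscoveRx reagent added for 30 - 60 minutes at room temperature; luminescence read.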
# Mm-Cpn inhibitor = Inhibitors of TCP-1 ring complex (TRiC) of Methanococcus maripaludis (MmCpn): qHTS. Chaperonin Mm-Cpn (Methanococcus maripaludis). purified Mm-Cpn ATPase, ADP Transcreener TR-FRET. Potency, µM (highest dose often 76.9 µM), without a hit: at the highest dose activity, negative = inhibition, actives largely listed as inhibitors. 330,000 tested, 0.031% active; note: potency is the fitted concentration of half-maximal effect; % is set by controls: 0 for no effect and ±100 for the full control effect; nearly all actives have a fitted effect of over 80% in size
#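 Compound-treated chaperonin, 25 nM final, turns over 10 uM ATP at 37°C for 30 min following a 10 min preincubation; ADP generated competes with ADP-d2 for Eu-cryptate antibody, lowering FRET.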
# Numbers without * were called inactive; i = inactive; ? = inconclusive; · = no result given; & = joins results of further samples; [ ] = dose if it differs, or a comment. Unless noted, calls come from the whole dose curve; as a rule, active = well fitted curve in the direction sought with a large enough effect; inconclusive = small, poorly fitted or top-dose-only effect, or another doubt; inactive = no such curve, though single readings can be large; an effect the other way counts as inactive or inconclusive.
no.	mol	EPAC2 ag	PTHR1 agonist	CCT modulator	pAkt inh	D3 antag	EPAC2 antag	D3 ag	Mm-Cpn inhibitor
1	CCN(CC(=O)Nc1ccccc1C(F)(F)F)C(=O)CCS(=O)(=O)c1ccc(Cl)cc1	-14%	i	0.3	i	11	0%	8	1%
2	C[C@H](CO)N1C[C@H](C)[C@@H](CN(C)S(=O)(=O)c2cn(C)cn2)Oc2c(NC(=O)Nc3ccc4c(c3)OCO4)cccc2C1=O	-1%	-16%	1.5	i	2	7%	3	1%
3	CC1CCc2c(C(=O)Oc3cccc(-n4cnnn4)c3)csc2C1 (configuration not stated)	17%	-19%	-0.3	i	18	-11%	27	-2%
4	Cc1cccc(Oc2cnn(C(C)(C)C)c(=O)c2Cl)c1	16%	-16%[57.5 µM]	-2.6	i	-3	4%	10	-1%
5	COc1ccc(C2(C(=O)NCCCN3CCOCC3)CCOCC2)cc1	-9%	-2%[57.5 µM]	1.4	i	18	12%	3	-1%
6	O=C(NCc1ccccc1)C1CCCN1S(=O)(=O)c1cccc2cccnc12 (configuration not stated)	14%	i	-3.1	i	-22	0%	-1	-1%
7	COc1cc(CN2CCCCCC2)cc([N+](=O)[O-])c1O	11%	i	-1.2	i	-23	5%	0	0%
8	Cc1[nH]c2ccccc2c1/C=N\NC(=O)CNc1ccc2c(c1)OCO2	12%	-50%[inhibitor]	-3.0	i	14	-1%	3	-1%
9	COc1ccccc1Nc1nc(N)nc(CN2CCCCCC2)n1	7%	i	-2.6	i	0	-3%	-7	-2%
10	CCOc1ccc(CCNC(=O)c2ccccc2OCc2c(C)noc2C)cc1OCC	-6%	-12%	-1.1	i	0	-4%	8	1%
11	COc1cc(NC(=O)c2cnn3c(C(F)F)cc(C4CC4)nc23)c(OC)cc1Cl	6%	i	-4.6	i	22	3%	5	1%
12	Cc1ccc(-c2cc(N)n3nc(-c4ccc(C)cc4)cc3n2)cc1	0%	-4%	-1.2	i	14	-4%	6&6	-10%

# Retrieved by compound from the list above, two records:
no.	mol	EPAC2 ag	PTHR1 agonist	CCT modulator	pAkt inh	D3 antag	EPAC2 antag	D3 ag	Mm-Cpn inhibitor
7	COc1cc(CN2CCCCCC2)cc([N+](=O)[O-])c1O	11%	i	-1.2	i	-23	5%	0	0%
6	O=C(NCc1ccccc1)C1CCCN1S(=O)(=O)c1cccc2cccnc12 (configuration not stated)	14%	i	-3.1	i	-22	0%	-1	-1%

# (continued)
no.	mol	EPAC2 ag	PTHR1 agonist	CCT modulator	pAkt inh	D3 antag	EPAC2 antag	D3 ag	Mm-Cpn inhibitor
13	CCCCn1c(O)c(C=NCCCN(C)C)c(=O)[nH]c1=O	6%	-1%[57.5 µM]	2.4	i	-14	15%[57.1 µM]	-1	-1%
14	CCOC(=O)[C@]12CCCC=C1N(CCc1ccc(OC)c(OC)c1)C(=O)[C@H](CC(=O)N1CCN(C(=O)C3CC3)CC1)C2	8%	-8%	·	i	-8	5%	-4	·
15	Cc1cccc2c1-c1sc(C(=O)Nc3nccs3)cc1CO2	1%	-22%	-6.3	i	-8	7%	5	-5%
16	CCc1ccc(CCC(=O)Nc2nnc(CC)s2)o1	11%	-4%[57.5 µM]	0.5	i	-8	-4%	0	1%
17	O=C(COC(=O)COc1ccc(Cl)cc1)NC1CCS(=O)(=O)C1 (configuration not stated)	9%	-24%	0.5	i	7	2%	1	-3%
18	Cc1cc(C(=O)CSc2nnc(-c3ccccc3)o2)c(C)n1CC1COc2ccccc2O1 (configuration not stated)	3%	-20%[57.5 µM]	-0.9	i	10	1%	2	-8%
19	O=C1CC(C(F)(F)C(F)(F)C(F)(F)C(F)(F)F)=Nc2ccccc2N1	-25%	i	0.0	i	-1	2%	1	-9%
20	CCn1cc(/C=C(\NC(=O)c2ccccc2OC)C(=O)NCCN2CCOCC2)c2ccccc21	-9%	-13%	0.6	i	3	8%	-4	·
21	Cc1occc1C(=O)NNC(=S)Nc1ccccc1	-4%	i	0.1	i	-24	3%	4	-1%
22	O=C(COc1ccccc1)N/N=C/c1ccc([N+](=O)[O-])o1	0%	i	3.8	i	-9	-1%	-1	-2%
23	COC(=O)c1cc(COC(=O)c2ccc(OC)c(S(=O)(=O)N3CCCC3)c2)oc1C	17%	-9%[57.5 µM]	0.9	i	45	-7%	1	-1%
24	O=c1c2ccccc2ncn1CCc1ccncc1	0%	i	-9.0	i	-23	-2%	0	·
25	CCOC(=O)c1c(NC(=O)CSc2nnc(C)s2)sc2c1CCCCC2	1%	-20%	0.2	i	-12	-17%	1	-2%
26	Cc1cc(C)n(-c2nc3ccccc3nc2N2CCN(S(=O)(=O)c3ccc4ccccc4c3)CC2)n1	7%	i	-1.8	i	-6	-1%	-9	0%
27	CC1CCCN(C(=O)COC(=O)COc2ccc(Cl)cc2)C1 (configuration not stated)	-17%	i	-3.3	i	-2	16%	0	0%
28	Cc1ccc(Nc2nnc(SCC(=O)Nc3cccnc3Cl)s2)cc1C	3%	-2%	1.7	i	-19	-22%	-5	0%
29	CCCC(=O)Nc1ccccc1NC(C)=O	11%	i	-31*	i	6	-2%	-10	2%
30	CCC(=O)Nc1cc(C(F)(F)F)ccc1N1CCOCC1	6%	?	2.1	i	-21	0%	0	-1%
31	CC(=O)c1ccccc1C(=O)N1CCCC(CNC(=O)c2ccc(F)cc2)C1 (configuration not stated)	15%	i	-3.4	i	15	-6%	1	·
32	CCOC(=O)c1ccc2[nH]c3c(c2c1)CCCC3O (configuration not stated)	-4%	-2%	-2.3	i	5	-1%	0	0%
33	CNc1ccc(C(O)(C(F)(F)F)C(F)(F)F)cc1C(O)(C(F)(F)F)C(F)(F)F	-13%	i	-3.0	i	-17	-25%	-11	1%
34	COC(=O)c1c(C(=O)OC)c(-c2cccc(C)c2)n2c1CS(=O)C2 (configuration not stated)	-8%	i	-0.1	i	4	-4%	3	3%
35	CC(C)Cc1nc(SCC(=O)Nc2ccc(S(N)(=O)=O)cc2)n[nH]1	5%	i	1.6	·	1	-7%	-3	1%
36	CC(=O)N1CCN(c2ccc(NC(=O)c3ccc(C)cc3)cc2)CC1	7%	i	-2.1	i	12	2%	0	-4%
37	O=C(Nc1ccc(C(F)(F)F)cc1)c1cc(-c2cccnc2)nc2ccc(Br)cc12	-8%	i	0.3	i	32	-6%	8	-5%
38	CCN(CC)S(=O)(=O)c1ccc(C(=O)NCC(=O)NCc2ccc3c(c2)OCO3)cc1	1%	i	-0.7	i	13	3%	0	·
39	O=C(CSc1nc2ccccc2[nH]1)NCCN1CCCCC1	0%[15.6 µM]	i	0.5	·	23	10%	-14	-1%
40	Cc1nn(CC(=O)N/N=C/c2ccc3c(c2)OCO3)c(C)c1Br	-2%	i	-3.8	i	-18	-6%	-9	-2%
41	O=C(CN1C(=O)NC2(CCCC2)C1=O)c1ccc(Cl)s1	-4%	i	0.1	i	2	6%	8	1%
42	CCOc1ccc(C(=O)NCCC(=O)NCCCC(=O)O)cc1	12%	-4%[57.5 µM]	-0.2	·	-11	0%	1	1%
43	CN(C)CCOC1c2ccccc2CSc2ccccc21 (configuration not stated)	3%	8%	0.7	i	-29	4%	-20	·
44	Cn1c(=O)c2c(nc(NCCCN3CCOCC3)n2Cc2cccc(Cl)c2)n(C)c1=O	-3%	-37%[inhibitor]	3.6	i	3	-2%	1	-1%
45	Cc1ccccc1NC(=O)CSc1nnc(Cc2ccccc2)c(=O)n1N	8%	i	0.7	i	0	1%	0	1%
46	CC(=O)Nc1ccc(OCc2cnc(Cl)s2)cc1	-5%	i	-0.4	i	-15	-2%	-4	-1%
47	CS(=O)(=O)c1ccc2nc(N)sc2c1	-5%	i	-2.6	i	-28	8%	0	0%
48	CC(Sc1nnc(-c2ccco2)n1C)C(=O)Nc1nccs1 (configuration not stated)	7%	-10%	-0.3	i	-21	5%	-14	1%
49	NC(c1csc(NC(=O)Nc2ccccc2Oc2ccccc2)n1)c1ccccc1Cl (configuration not stated)	17%	-23%	0.1	i	46	-8%	6	·
50	COCCNC(=O)C1Cc2c(ccc3ccccc23)O1 (configuration not stated)	7%	-12%	-5.5	i	2	3%	9	-1%
51	CC1CC(C)CN(C2CCCCC2NS(=O)(=O)c2ccc(Cl)cc2)C1 (configuration not stated)	3%	-7%	0.2	i	-16	-9%	-7	1%
52	COc1ccc(S(=O)(=O)NC(C)C(=O)Nc2ccc3c(c2)OCO3)cc1OC (configuration not stated)	10%	i	-1.0	i	5	-7%	-2	0%

# 8 entries out of the list, sorted by count of non-hydrogen atoms, lowest first.
no.	mol	EPAC2 ag	PTHR1 agonist	CCT modulator	pAkt inh	D3 antag	EPAC2 antag	D3 ag	Mm-Cpn inhibitor
46	CC(=O)Nc1ccc(OCc2cnc(Cl)s2)cc1	-5%	i	-0.4	i	-15	-2%	-4	-1%
50	COCCNC(=O)C1Cc2c(ccc3ccccc23)O1 (configuration not stated)	7%	-12%	-5.5	i	2	3%	9	-1%
43	CN(C)CCOC1c2ccccc2CSc2ccccc21 (configuration not stated)	3%	8%	0.7	i	-29	4%	-20	·
48	CC(Sc1nnc(-c2ccco2)n1C)C(=O)Nc1nccs1 (configuration not stated)	7%	-10%	-0.3	i	-21	5%	-14	1%
42	CCOc1ccc(C(=O)NCCC(=O)NCCCC(=O)O)cc1	12%	-4%[57.5 µM]	-0.2	·	-11	0%	1	1%
45	Cc1ccccc1NC(=O)CSc1nnc(Cc2ccccc2)c(=O)n1N	8%	i	0.7	i	0	1%	0	1%
52	COc1ccc(S(=O)(=O)NC(C)C(=O)Nc2ccc3c(c2)OCO3)cc1OC (configuration not stated)	10%	i	-1.0	i	5	-7%	-2	0%
44	Cn1c(=O)c2c(nc(NCCCN3CCOCC3)n2Cc2cccc(Cl)c2)n(C)c1=O	-3%	-37%[inhibitor]	3.6	i	3	-2%	1	-1%

# Only part of the results is shown (hit frequency here may not be typical).
